# FadD28 binding – inhibitors of Mycobacterium tuberculosis FadD28 bisubstrate binding; FadD28 bisubstrate probe binding, fluorescence polarization; inhibition, % at 12.5 µM; 0.22% of 360,000 active; AID 588549; in the data active = inhibition above about 8.5%, passing the limit was not always enough; inconclusive = no clear call, values can overlap the other calls
# PrPC surface inh – cell surface PrPC inhibition, primary TR-FRET screen. TR-FRET read-out. inhibition, % at 13.8 µM. 0.43% of 370,000 active; in the data active = inhibition above about 24%; note: 0% = median of the test wells and 100% = reference compound wells
# BoNT-F LC inh – inhibitors of Botulinum neurotoxin F light chain protease; 0.22% of 360,000 active; AID 588497; inhibition, % at 10 µM; Multiplex microsphere protease cleavage assay, flow cytometry; in the data active = inhibition above about 35%, passing the limit was not always enough; inconclusive = no clear call, values can overlap the other calls; note: plate controls were buffer without enzyme for full effect and enzyme alone for no effect
# Mtb UGM inh – inhibitors of M. tuberculosis UDP-galactopyranose mutase. 0.06% of 320,000 active. inhibition, % at 10 µM. purified UGM, fluorescence polarization probe displacement; in the data active = inhibition above about 10%, passing the limit was not always enough; inconclusive = no clear call, values can overlap the other calls
# Target sequence (P9WIQ1 whole entry, looked up): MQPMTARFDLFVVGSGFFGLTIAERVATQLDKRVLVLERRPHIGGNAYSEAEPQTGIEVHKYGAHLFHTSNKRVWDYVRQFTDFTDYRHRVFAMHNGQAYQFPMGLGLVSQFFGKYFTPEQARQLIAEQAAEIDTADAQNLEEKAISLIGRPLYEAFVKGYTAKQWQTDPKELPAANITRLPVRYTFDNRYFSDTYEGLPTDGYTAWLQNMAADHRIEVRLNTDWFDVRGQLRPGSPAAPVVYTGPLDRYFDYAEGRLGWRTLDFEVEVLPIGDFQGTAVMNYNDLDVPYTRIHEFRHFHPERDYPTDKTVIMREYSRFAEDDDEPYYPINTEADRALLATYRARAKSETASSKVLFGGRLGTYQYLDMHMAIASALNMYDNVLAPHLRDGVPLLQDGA
# GDH-TPI inh – GDH-TPI coupled enzyme inhibition counter-screen. inhibition, % at 4.8 µM. 1.2% of 360,000 active. GDH-TPI coupled enzyme counterscreen, NADH absorbance. AID 588335;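 note: 0% = DMSO wells and 100% = wells lacking the enzyme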
# BioA inh – BioA (M. tuberculosis) enzyme inhibition; inhibition, % at 9.99 µM; 0.096% of 360,000 active; purified M. tuberculosis BioA enzyme, plate reader; in the data active = inhibition above about 40%; inconclusive = no clear call, values can overlap the other calls
# Mtb FBA inh – inhibitors of M. tuberculosis fructose-bisphosphate aldolase | purified M. tuberculosis FBA, fluorescence read-out | inhibition, % at 1 µM | 2.3% of 360,000 active; in the data active = inhibition above about 27%;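 note: 0% = vehicle and 100% = reference inhibitor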
# Target sequence (P9WQA3 whole entry, looked up): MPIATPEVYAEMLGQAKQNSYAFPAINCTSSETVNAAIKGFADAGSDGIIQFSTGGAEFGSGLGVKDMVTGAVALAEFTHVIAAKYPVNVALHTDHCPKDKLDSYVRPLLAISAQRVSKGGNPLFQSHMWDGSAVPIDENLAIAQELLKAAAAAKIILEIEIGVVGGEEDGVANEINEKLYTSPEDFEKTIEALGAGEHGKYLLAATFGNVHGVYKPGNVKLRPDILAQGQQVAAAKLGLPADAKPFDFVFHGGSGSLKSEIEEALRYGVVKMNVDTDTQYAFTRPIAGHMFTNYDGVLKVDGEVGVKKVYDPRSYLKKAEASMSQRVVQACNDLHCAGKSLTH
# BoNT A protease – BoNT A light chain protease inhibition | multiplex microsphere protease substrate cleavage, flow cytometry | AID 588499 | 0.17% of 360,000 active | inhibition, % at 10 µM; in the data active = inhibition above about 30%; inconclusive = no clear call, values can overlap the other calls; note: plate controls were buffer without enzyme for full effect and enzyme alone for no effect
# CCHFV vOTU inh – blocks the CCHF virus ovarian tumor domain protease | CCHFV vOTU protease, Pep-AMC fluorescence | inhibition, % at 11.5 µM | 0.55% of 370,000 active; note: 0% = vehicle wells with enzyme and 100% = no enzyme wells
# Numbers without * were called inactive; ? = inconclusive; . = not tested or not shown; + = active, no number. Cut-off read from the data, not from the text of the source, unless noted: active = inhibition above about 30%; inactive = the rest.
# Results follow in this order: FadD28 binding	PrPC surface inh	BoNT-F LC inh	Mtb UGM inh	GDH-TPI inh	BioA inh	Mtb FBA inh	BoNT A protease	CCHFV vOTU inh
(1) COC(=O)c1ccc(OCCN2C3=NCCN3c3ccccc32)cc1
    -3.0	-3	11	0.8	-3	-0.3	-1	1.3	-12
(2) CC(=O)N(C)c1ccc(N=Nc2ccc3ncccc3c2)cc1
    0.3	-50	-2	.	56*	-0.5	4	-0.3	17
(3) CCOC(=O)C1CCN(C(=O)COc2ccc(Cl)cc2C)CC1
    -3.9	-5	0	-0.9	-3	.	0	0.4	4
(4) COc1ccc(-c2ccc(CN3C(C)C(=O)N(Cc4cn(CCC5OCCO5)nn4)CCS3(=O)=O)cc2)cc1 (stereo not drawn)
    -4.3	-13	5	.	0	-3.3	-1	0.3	1
(5) C=CCn1c(O)c(C2=c3ccccc3=NC2=O)s/c1=N/c1nccs1
    -3.0	-12	-4	-1.3	5	1.2	-5	-0.4	-7
(6) N#Cc1c(NC(=O)c2cc([N+](=O)[O-])ccc2N2CCOCC2)sc2c1CCCC2
    -3.2	-9	0	4.2	13	.	-2	1.0	3
(7) COc1ccc(-c2oc3ccccc3c2C#Cc2cncn2C)cc1
    0.0	-1	-2	0.1	21	-1.9	25	-0.3	4
(8) CC1(c2nnnn2-c2ccc3c(c2)OCCO3)CCC(=O)N1CC(F)(F)F (stereo not drawn)
    .	9	1	.	.	.	.	0.0	-6
(9) COc1ccccc1-c1c(C)nn2c(N3CCN(Cc4ccccc4)CC3)cc(C)nc12
    1.3	16	-12	1.6	-8	0.2	3	-1.1	19
(10) CN(C(=S)Nc1ccccc1)c1ccccc1
    -2.0	7	-6	3.0	-2	0.4	5	0.4	1
(11) COc1ccccc1C(=O)Nc1nc(C)cc(C)n1
    -4.6	-7	.	5.6	-2	-0.6	0	.	-6
(12) O=C(/C=C/Nc1ccccc1C(F)(F)F)c1ccco1
    -1.1	1	-1	0.4	8	-1.1	8	0.7	5
(13) Cc1cc(NC(=O)C(C)SCC(=O)O)no1 (stereo not drawn)
    0.1	2	1	0.1	-5	.	2	-0.4	-12
(14) CCOC(=O)c1nnc(-c2ccccc2)o1
    -0.9	2	0	-0.4	7	.	-2	0.7	-3
(15) O=C(c1ccccc1)N1CCN(C(=O)c2ccc3c(c2)OCCO3)CC1
    -0.7	7	-4	1.7	2	.	-1	-0.1	-6
(16) Cc1cc2oc(=O)cc(CN3CCN(Cc4ccccc4)CC3)c2cc1Cl
    -0.1	-11	-10	-1.9	6	0.1	-2	-1.1	1
(17) CCN(CC)c1ccc(C=Nc2cccnc2Cl)c(O)c1
    -2.6	1	-28	3.4	25	11	-5	0.6	29
(18) CCSc1nc2n(n1)C(c1cccc(F)c1)C1=C(CCCC1=O)N2 (stereo not drawn)
    -3.9	-1	-8	0.0	2	-1.3	13	-0.5	-7
(19) O=c1[nH]cn[nH]1
    -2.4	3	6	0.0	7	-0.6	-1	-0.3	-5
(20) CCn1ncc(N(C)N)c(Cl)c1=O
    -3.7	1	6	1.5	-5	1.3	1	-0.3	1
(21) CC(C)(CO)Nc1nc(Cl)nc(NC2CCCCC2)n1
    -0.6	6	-2	0.0	-6	.	1	-0.1	-1
(22) Cc1ccc(N2CC(C(=O)Nc3ccccc3N3CCCC3)CC2=O)cc1 (stereo not drawn)
    0.6	3	0	-2.3	12	4.6	2	2.2	10
(23) Cc1ccc(NC(=O)CN(C)C(=O)CNC(=O)c2ccc3c(c2)OCO3)cc1
    -3.5	1	12	2.0	-3	1.2	-1	0.8	-8
(24) Nc1ccccc1Nc1cc(-c2ccccc2)[nH]n1
    -3.1	11	-62	.	9	-3.2	4	0.4	0
(25) COCCNC(=O)[C@@H]1CCCN1C(=O)C1CCN(S(=O)(=O)c2ccc(C)cc2)CC1
    -3.1	-3	-3	1.9	-5	-0.5	-10	-0.8	1
(26) COc1ccc(OCC(=O)N2CCN(C(=O)COc3ccc(Br)cc3)CC2)cc1
    -3.5	1	5	1.5	-7	1.2	3	-0.2	1
(27) CCOc1ccc(C(Nc2ccc(C)cc2)P2(=O)OCCC(C)O2)cc1 (stereo not drawn)
    -2.9	-2	-1	0.9	0	0.0	2	-0.7	1
(28) Cc1ccc(N2C(N)=C(C#N)C(c3cccs3)C3=C2CC(C)(C)CC3=O)cc1 (stereo not drawn)
    -1.9	-11	-1	-2.1	10	1.0	4	?	4
(29) COC(=O)c1ccc(C2C(C(C)=O)=C(C)Nc3ncnn32)cc1 (stereo not drawn)
    -1.1	-10	-2	-1.2	14	5.2	7	-0.2	2
(30) CCOCC(=O)OCC(=O)Nc1cc(OC)c([N+](=O)[O-])cc1C
    -2.0	-13	-9	0.3	-1	.	4	-1.2	10

# Remaining list, next part.
# Results follow in this order: FadD28 binding	PrPC surface inh	BoNT-F LC inh	Mtb UGM inh	GDH-TPI inh	BioA inh	Mtb FBA inh	BoNT A protease	CCHFV vOTU inh
(31) COCc1cc(=O)n2c([nH]c3ccccc32)c1C#N
    0.1	-3	-4	1.4	19	.	+	0.3	-225
(32) O=C(OCCN=C1NS(=O)(=O)c2ccccc21)c1ccccc1
    -2.1	-3	11	-1.1	-2	0.7	-6	1.5	-6
(33) CCCc1cnc(NCCNCC(O)COc2ccc(Cl)c(Cl)c2)nc1 (stereo not drawn)
    -3.8	-3	.	-1.5	2	-0.1	-1	.	-1
(34) Cc1cc(C)cc(NC(=O)C2C3C=CC4(O3)C2C(=O)N(CCN2CCCCC2)C4C(=O)NC2CCCCC2)c1 (stereo not drawn)
    .	-4	4	1.7	4	0.4	0	-0.9	-7
(35) Cc1nc2c(=O)n(-c3cccc(C(F)(F)F)c3)nc(C)c2s1
    -1.5	4	?	-0.7	2	.	1	?	0
(36) CCCCCOC(=O)C1=C(C)NC(=O)NC1c1ccc([N+](=O)[O-])cc1 (stereo not drawn)
    -1.8	-11	7	0.8	19	1.3	1	-1.7	22
(37) Cc1ccc(S(=O)(=O)N2CCN(C)CC2)c(C)c1
    -1.6	6	16	-0.5	0	-1.3	1	0.2	-8
(38) CCO[C@@H]1OC(C(=O)Nc2ccccc2)=C[C@H](c2ccccc2)[C@H]1CCCO
    -3.5	5	3	-0.6	-9	-0.7	0	0.1	17
(39) COc1cc(/C=C2/C(=O)N(c3ccc(Br)cc3)N=C2C)cc(OC)c1OC
    1.0	.	2	.	3	-1.7	3	-0.7	.
(40) CCCNC(=O)c1cc2c(c(-c3cccc(-c4ccccc4F)c3)n1)[C@@H](CCO)N(C(=O)CC1CC1)C2
    .	9	4	.	.	.	.	-0.2	6
(41) CC(C)n1nnnc1C1c2ccccc2C(=O)N1CCc1c[nH]c2ccccc12 (stereo not drawn)
    .	-4	-4	.	.	.	.	-0.5	11
(42) COc1ccccc1-c1sc2ccccc2c1-c1ccc(C(C)=O)cc1
    -5.5	.	-6	-1.5	-3	-1.0	1	0.0	.
(43) CCC(C)n1ncn(-c2ccc(N3CCN(c4ccc(OC)cc4)CC3)cc2)c1=O (stereo not drawn)
    1.2	10	-10	2.3	5	-0.3	0	-2.0	-7
(44) Cc1nc(C)n(C(C)CNC(=O)c2ccco2)n1 (stereo not drawn)
    3.5	-2	?	1.4	10	-0.8	-2	-3.5	-11
(45) COc1cc(N/N=C(\C)c2ccc(O)c(C)c2)nc(-c2ccccc2)n1
    -1.2	-7	-5	-5.6	7	.	0	-0.7	-6
(46) Nc1ncc(-c2ccc([N+](=O)[O-])cc2)cn1
    -1.3	-53	-5	-1.9	54*	-1.5	-1	0.7	18
(47) CC(=O)Oc1oc(-c2ccccc2)nc1C=Nc1ccccc1
    -0.4	5	8	-0.3	7	.	-1	0.2	5
(48) FC(F)(F)c1ccc(/C=N/N2CCN(Cc3cccc4ccccc34)CC2)cc1
    -2.7	-3	-9	-0.3	4	-2.4	-2	-3.7	11
(49) CC(=O)Nc1ccc(NC(=O)c2ccc(NS(=O)(=O)c3cc(C(C)(C)C)cc(C)c3C)cc2)cc1
    -1.8	-2	-2	2.5	0	-1.7	0	0.2	16
(50) O=C(Nc1nc2c(F)cccc2s1)C1CC1
    -4.2	-7	-5	4.0	-6	-1.7	-5	0.0	-4
(51) CC(=O)c1sc(N/N=C\c2ccc(N(C)C)cc2)nc1C
    -0.4	-9	.	0.6	27	-2.5	-3	.	7
(52) COC(=O)c1cccc(NC(=O)/C(=C\c2ccccc2)NC(=O)c2ccccc2Cl)c1
    1.3	1	-1	-1.8	10	0.0	0	-0.5	0
(53) CCCNS(=O)(=O)c1ccc(OCC(=O)NCc2ccc3c(c2)OCO3)cc1
    -3.2	4	-6	1.4	-5	0.2	1	-0.2	-18
(54) COC(=O)Cc1c(C)c2ccc(OC3CCCCC3=O)c(C)c2oc1=O (stereo not drawn)
    -1.7	4	?	0.5	5	-0.2	108*	-2.1	-52
(55) CC1CCCC(C)N1C(=O)COC(=O)c1ccc2c(c1)OCO2 (stereo not drawn)
    -1.5	-6	0	3.6	1	-0.3	0	0.9	2
(56) Cn1cc(Cl)c(C(=O)NNC(=S)NC2CCCCC2)n1
    -2.3	1	-6	0.0	-1	-0.1	-2	-0.2	9
(57) Cc1ccccc1C(=O)NC1CCN(CC(=O)Nc2ccc3c(c2)OCO3)CC1
    -3.4	-5	-1	0.6	-5	.	-3	-0.2	7
(58) CCCCC(CCC(=O)Nc1nccs1)C(=O)O (stereo not drawn)
    -4.2	1	0	1.7	20	-2.0	-1	?	-1
(59) C/C(=N\NC(=O)CCC(=O)NCc1ccccc1)c1ccco1
    -1.1	-4	10	0.8	1	0.2	3	1.4	-4

# 3 compounds out of the list, sorted by count of non-hydrogen atoms, smallest number first.
# Results follow in this order: FadD28 binding	PrPC surface inh	BoNT-F LC inh	Mtb UGM inh	GDH-TPI inh	BioA inh	Mtb FBA inh	BoNT A protease	CCHFV vOTU inh
(33) CCCc1cnc(NCCNCC(O)COc2ccc(Cl)c(Cl)c2)nc1 (stereo not drawn)
    -3.8	-3	.	-1.5	2	-0.1	-1	.	-1
(38) CCO[C@@H]1OC(C(=O)Nc2ccccc2)=C[C@H](c2ccccc2)[C@H]1CCCO
    -3.5	5	3	-0.6	-9	-0.7	0	0.1	17
(34) Cc1cc(C)cc(NC(=O)C2C3C=CC4(O3)C2C(=O)N(CCN2CCCCC2)C4C(=O)NC2CCCCC2)c1 (stereo not drawn)
    .	-4	4	1.7	4	0.4	0	-0.9	-7

# Looked up one by one from the entries so far:
# Results follow in this order: FadD28 binding	PrPC surface inh	BoNT-F LC inh	Mtb UGM inh	GDH-TPI inh	BioA inh	Mtb FBA inh	BoNT A protease	CCHFV vOTU inh
(57) Cc1ccccc1C(=O)NC1CCN(CC(=O)Nc2ccc3c(c2)OCO3)CC1
    -3.4	-5	-1	0.6	-5	.	-3	-0.2	7
(49) CC(=O)Nc1ccc(NC(=O)c2ccc(NS(=O)(=O)c3cc(C(C)(C)C)cc(C)c3C)cc2)cc1
    -1.8	-2	-2	2.5	0	-1.7	0	0.2	16
(54) COC(=O)Cc1c(C)c2ccc(OC3CCCCC3=O)c(C)c2oc1=O (stereo not drawn)
    -1.7	4	?	0.5	5	-0.2	108*	-2.1	-52
(46) Nc1ncc(-c2ccc([N+](=O)[O-])cc2)cn1
    -1.3	-53	-5	-1.9	54*	-1.5	-1	0.7	18

# Compounds listed so far that have a furan ring, fused or not, in the order listed:
# Results follow in this order: FadD28 binding	PrPC surface inh	BoNT-F LC inh	Mtb UGM inh	GDH-TPI inh	BioA inh	Mtb FBA inh	BoNT A protease	CCHFV vOTU inh
(7) COc1ccc(-c2oc3ccccc3c2C#Cc2cncn2C)cc1
    0.0	-1	-2	0.1	21	-1.9	25	-0.3	4
(12) O=C(/C=C/Nc1ccccc1C(F)(F)F)c1ccco1
    -1.1	1	-1	0.4	8	-1.1	8	0.7	5
(44) Cc1nc(C)n(C(C)CNC(=O)c2ccco2)n1 (stereo not drawn)
    3.5	-2	?	1.4	10	-0.8	-2	-3.5	-11
(59) C/C(=N\NC(=O)CCC(=O)NCc1ccccc1)c1ccco1
    -1.1	-4	10	0.8	1	0.2	3	1.4	-4
